mABHD4 FP – ABHD4 inhibitors, primary screen, biochemical, fluorescence polarization, mouse; (Lyso)-N-acylphosphatidylethanolamine lipase (Mus musculus), Q8VD66; purified mABHD4, FP-Rh probe fluorescence polarization; inhibition, % at 8.92 µM; hit rate 0.54% among 370,000; AID 720543, 2013;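 active = inhibition exceeding the mean over every tested compound plus 3 SD, cut at about 30% in these data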;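 also: 0% = plate median of compound wells and 100% = S159A mutant with DMSO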
Target sequence (Q8VD66 whole entry, looked up): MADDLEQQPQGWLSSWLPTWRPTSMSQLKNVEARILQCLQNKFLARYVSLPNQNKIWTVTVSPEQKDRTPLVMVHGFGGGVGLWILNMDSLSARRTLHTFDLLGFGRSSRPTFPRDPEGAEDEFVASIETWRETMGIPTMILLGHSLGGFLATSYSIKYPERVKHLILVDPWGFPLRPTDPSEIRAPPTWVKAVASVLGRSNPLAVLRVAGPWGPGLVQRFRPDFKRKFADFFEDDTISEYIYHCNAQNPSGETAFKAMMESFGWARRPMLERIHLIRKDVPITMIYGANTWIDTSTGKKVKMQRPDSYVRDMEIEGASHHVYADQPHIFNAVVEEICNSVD
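Assay system: mABHD4 protein; medium: HEPES pH 7.0, NaCl, Pluronic buffer; dosing: 8.92 µM, single dose; schedule: 45 min + 60 min at 25 °C; signal: FP readout, ex 525 nm / em 598 nm; read-out: normalized percent inhibition of probe labeling; repeats: single replicate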
HTRA1 inh – HTRA1 serine protease inhibitors, primary screen, biochemical, fluorescence polarization, HTS; recombinant HTRA1, FP-rhodamine activity-based probe; hit rate 0.5% among 340,000; Q92743; inhibition, % at 5.96 µM; in the data active = inhibition above about 36%;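 also: 0% = enzyme with DMSO and 100% = wells lacking enzyme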
rCAG RNA binder – binders of r(CAG) RNA repeats, primary screen, biochemical, fluorescence. r(CAG) RNA repeat, TO-PRO-1 dye displacement fluorescence. inhibition, % at 3 µM. hit rate 1.3% among 370,000. AID 651821, 2012;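 active = inhibition above the plate cutoff, the mean of all test compounds on that plate plus 3 SD, cut at about 35% in these data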;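 also: 0% = DMSO alone and 100% = 100 µM mitoxantrone as full dye displacement; higher means more dye released from RNA so lower well fluorescence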
PG9 Ab binder – binders of HIV-1 gp120 antibody PG9, primary screen, biochemical, TR-FRET; AID 624416, 2012; inhibition, % at 6.7 µM; hit rate 0.43% among 360,000; HIV-1 gp120 / PG9 antibody interaction; TR-FRET gp120-PG9 antibody binding; in the data active = inhibition above about 8.5%
TCR-CD3 inh – inhibitors of human TCR-CD3 interaction, primary screen, biochemical, fluorescence, TAMRA-labeled TCR probe; hit rate 0.37% among 360,000; inhibition, % at 9.4 µM; AID 651800, 2012; in the data active = inhibition above about 19%;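 also: recombinant mutant TCR 2C K166C tagged with TAMRA read by polarization; 0% = receptor in buffer alone and 100% = receptor with positive control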
TDP2 absorb – human TDP2 enzyme inhibitors, primary screen, biochemical, epi absorbance, recombinant enzyme; Tyrosyl-DNA phosphodiesterase 2 (Homo sapiens), O95551; T5PNP hydrolysis, p-nitrophenol absorbance 415 nm; inhibition, % at 12.8 µM; hit rate 0.34% among 370,000;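 active = inhibition above the mean of all tested compounds plus 3 SD, set per campaign, cut at about 25% in these data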;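 also: 0% = DMSO with enzyme and 100% = buffer with substrate but no TDP2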
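test system = human TDP2 enzyme | input = TDP2 enzyme at 120 nM final | medium = 50 mM Tris-HCl pH 7.5 with Mg2+, KCl, DTT, BSA | also added = T5PNP substrate, 5 mM | times = 2 h at 37 °C | technique = epi absorbance | benchmarks = high control without enzyme, low control DMSO plus TDP2 | replication = each compound tested once, singlicate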
NR1D1 modulator – modulators of Rev-erb alpha DNA binding, primary screen, biochemical, FITC-DNA, fluorescence polarization, uHTS; Nuclear receptor subfamily 1 group D member 1 (Homo sapiens), P20393; Rev-erbα–FITC-DNA binding, 90 min; activity, % at 10 µM; hit rate 0.79% among 370,000;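 active = activity above about 14%, limit read from the data; passing the limit was not always enough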;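 also: 0% = DMSO wells with 35 nM protein and 100% = DMSO wells with 750 nM protein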
Target sequence (P20393 whole entry, looked up): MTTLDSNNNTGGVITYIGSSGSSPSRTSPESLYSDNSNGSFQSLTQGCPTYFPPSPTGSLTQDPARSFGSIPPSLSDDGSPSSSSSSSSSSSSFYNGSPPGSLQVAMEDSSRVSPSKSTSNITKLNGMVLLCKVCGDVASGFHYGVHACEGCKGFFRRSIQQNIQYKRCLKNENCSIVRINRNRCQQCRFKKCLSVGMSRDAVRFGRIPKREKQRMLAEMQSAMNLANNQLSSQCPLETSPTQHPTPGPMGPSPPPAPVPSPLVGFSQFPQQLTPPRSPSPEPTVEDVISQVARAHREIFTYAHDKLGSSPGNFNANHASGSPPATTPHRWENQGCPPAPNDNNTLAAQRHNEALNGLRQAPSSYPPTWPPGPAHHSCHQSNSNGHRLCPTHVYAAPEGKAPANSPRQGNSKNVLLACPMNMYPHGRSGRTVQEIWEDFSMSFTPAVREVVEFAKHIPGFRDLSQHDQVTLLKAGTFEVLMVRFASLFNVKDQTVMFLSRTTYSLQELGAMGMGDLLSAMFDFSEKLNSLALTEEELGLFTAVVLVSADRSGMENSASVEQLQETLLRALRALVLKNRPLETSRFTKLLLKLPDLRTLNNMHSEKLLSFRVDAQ
SIAE primary – human SIAE inhibitors, primary screen, biochemical, fluorescence polarization, FP-Rh probe, 1536-well HTS | SIAE FP-Rh probe binding | hit rate 0.69% among 370,000 | inhibition, % at 9.66 µM | Sialate O-acetylesterase (Homo sapiens), Q9HAT2 | AID 1053197, 2014;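 active = inhibition above a cutoff: mean of compounds within the control limits plus 3 SD of those, cut at about 17% in these data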;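 also: 0% = plate median of compound wells and 100% = probe without SIAE protein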
LEDGF integ inh – blockers of LEDGF/p75-dependent integrase strand transfer – biochemical, TR-FRET, high throughput, primary screen | hit rate 0.64% among 370,000 | HIV-1 integrase (with human LEDGF/p75) | inhibition, % at 3.7 µM | TR-FRET IN-LEDGF/p75 DNA integration, Eu/Cy5 | AID 743269, 2014;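 active = inhibition above the screen-wide mean plus 3 SD, cut at about 13% in these data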;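 also: signal is the Cy5 over europium emission ratio at 671 and 618 nm; 0% = plate median of compound wells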
PRMT1 FP inh – PRMT1 methyltransferase inhibitors, primary screen, biochemical, fluorescence polarization. hit rate 1.3% among 370,000. recombinant PRMT1, activity-based probe fluorescence polarization. inhibition, % at 2.79 µM;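 active = inhibition above about 21% made by adding two undisclosed values, limit read from the data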
The depositor's hits bear a star; . = not tested or not shown; + = active, no number.

smiles	mABHD4 FP	HTRA1 inh	rCAG RNA binder	PG9 Ab binder	TCR-CD3 inh	TDP2 absorb	NR1D1 modulator	SIAE primary	LEDGF integ inh	PRMT1 FP inh
O=C(c1c(F)cccc1Cl)N1CCN(c2ccccn2)CC1	2	6	-3	-0.9	-11	-5	-3	-1	-6	2
COc1ccc(C(C)=O)cc1COC(=O)C1CCN(C(=O)c2ccc(Cl)cc2)CC1	7	-11	-2	0.6	7	6	1	5	0	+
Nc1cc(-c2ccccc2)ccc1O	28	19	4	-3.6	-3	-13	-4	5	-5	4
O=[N+]([O-])c1cc(-c2nnc(N3CCOCC3)c3ccccc23)ccc1N1CCOCC1	-1	2	90*	-0.2	-7	4	2	1	4	-3
O=C(NCCCN1CCOCC1)c1ccc(N2CCCC2)c([N+](=O)[O-])c1	6	-3	-3	-1.3	4	-8	4	1	1	-1
O=C(NC1=NCCS1)c1ccc(Br)s1	-14	4	-1	0.9	-4	-11	-7	-6	0	8
N#Cc1c(-c2ccco2)cc(C2CC2)nc1N	3	-3	7	-2.9	7	4	-4	2	-1	3
Cc1ccc(-n2ncc3c(NCCCN4CCOCC4)ncnc32)c(C)c1	8	2	0	0.8	2	10	6	2	-3	3
C=CCN(C(=O)Cn1ncc2c1-c1cc(C)ccc1OC2)c1ccccc1	-13	-7	1	-0.5	-1	-8	6	11	6	-3
COc1ccc(NC(=O)CSc2nnc3ccc(-c4ccccn4)nn23)cc1	4	3	-1	-1.0	4	16	3	1	-2	-4
CCN(CC(=O)Nc1ccc(NC(C)=O)cc1)C(=O)c1ccccc1SCC(=O)N1CCCC1	3	-1	1	-1.2	3	1	-10	7	0	-1
CN(C)CCNC(=O)COc1ccc(Cl)cc1Cl	2	4	2	-0.8	-3	1	-4	2	-2	1
Cc1oc(-c2ccc(F)cc2)cc1-c1nn2c(-c3ccco3)nnc2s1	18	.	28	-0.7	-2	2	-1	-3	5	10
COc1cccc(CCN2CCC(CNS(=O)(=O)c3cc(-c4cc(C)no4)ccc3C)CC2)c1	0	-7	-4	-1.7	5	3	2	-5	1	1
CN(CCCN1CCCCC1)C(=O)c1cc(COc2ccc(F)cc2F)on1	8	1	-4	0.3	5	17	0	5	-2	0
O=C(c1ccc(Cl)c([N+](=O)[O-])c1)N(c1ccccn1)c1ccccn1	6	4	-2	0.4	-4	11	4	-2	0	1
COc1ccc(NC(=O)CC2S/C(=N\c3nccs3)N(C)C2=O)cc1 (stereo not given)	-6	-5	1	-2.7	0	4	6	11	0	-1
O=C(O)COc1ccccc1-c1nc(-c2ccccc2)c(-c2ccccc2)[nH]1	10	-16	63*	-0.3	-1	-1	-1	3	-4	4
CC12CNCC(C)(CN(C3(O)C(=O)Nc4ccc(Br)cc43)C1)C2=O (stereo not given)	1	6	0	0.2	6	-1	-3	-2	1	3
O=C(N[C@H](C(=O)N1CCC[C@H]1C(=O)NCCc1ccccc1Cl)C1CCCCC1)C1CC1	4	.	1	-0.6	4	1	8	-10	3	0
CN(Cc1cccs1)C(=O)COc1cccc2c1OC(C)(C)C2	-4	1	0	0.2	5	1	-1	1	-1	-1
CCOc1ccc(S(=O)(=O)Nc2cc(SCC(=O)O)c(O)c3ccccc23)cc1	43*	32	36*	-0.7	0	66*	-1	6	25*	65*
COc1cccc(CNC(=O)COC(=O)C23CC4CC(CC(Cl)(C4)C2)C3)c1	-7	-17	-1	-1.9	-3	5	5	-2	-4	12
C[C@@H]1CN([C@H](C)CO)C(=O)CCCn2nncc2CO[C@@H]1CN(C)C(=O)Nc1ccccc1	-6	.	3	1.7	4	7	0	7	-3	0
CC1CC(C)CN(C(=O)C2CCN(S(=O)(=O)c3cccs3)CC2)C1 (stereo not given)	4	1	-3	-1.8	-4	1	0	1	-6	2
COCCNC(=O)C(=O)NCCN1CCNCC1	4	3	-1	2.9	12	6	3	-2	-5	1
Cc1c(CC(=O)NCCC(=O)O)c(=O)oc2cc3occ(-c4ccccc4)c3cc12	-11	1	28	-2.3	5	5	-1	-10	1	-1
CCN(CC(=O)Nc1ccc2c(c1)OCCO2)C(=O)C1CCCCC1	9	3	-3	0.4	-4	3	-1	1	3	1
COc1ccc(N(C(=O)/C=C/C(=O)Nc2cc(C)on2)C(C(=O)NC2CCCC2)c2ccccc2C)cc1 (stereo not given)	5	-13	-6	0.6	-6	0	0	0	-1	0
CCOC(=O)c1[nH]c2ccc(F)cc2c1NC(=O)CN1CCN(C/C=C/c2ccccc2)CC1	3	-21	-4	-0.6	3	-3	4	-8	-1	-1
O=C(CSc1nnc(CNC(=O)c2cccs2)o1)Nc1cccc(Cl)c1	-2	4	6	1.5	2	4	-4	9	-1	13
Cc1cc(C)cc(CC(=O)N2CCC2(C)C(=O)NS(=O)(=O)Cc2ccccc2)c1 (stereo not given)	2	.	23	1.4	6	-11	-2	17	2	-7
Cc1ccc(C)c(Oc2ncnc(N)c2[N+](=O)[O-])c1	3	-1	1	0.3	0	9	-5	2	3	-2
CCCOC(=O)c1ccc(NC(=O)c2cccc(S(=O)(=O)N3CCN(C(C)=O)CC3)c2)cc1	-13	-10	5	-0.8	5	2	-2	-14	-3	-2
COc1ccccc1-n1c(CNC(=O)c2ccc(S(=O)(=O)N3CCCCC3)cc2)n[nH]c1=S	8	0	5	-0.4	-1	5	-2	5	-1	0
O=C(COc1ccc(F)cc1Br)Nc1ccccc1N1CCOCC1	-8	-16	-6	2.1	-2	8	10	3	-1	-2
O=C(Nc1ccc(-c2nc3ccc(NC(=O)c4cccs4)cc3[nH]2)cc1)c1cccs1	-14	-9	18	1.7	-15	8	-16	-2	13	4
COc1ccc(CCN(C)C(=O)CCc2nnc(-c3ccccc3)o2)cc1OC	-5	2	0	-1.0	-1	-6	-5	8	4	0
CCOC(=O)/C=C/C(=O)OCC(=O)NCc1ccccc1	6	1	-6	-0.6	-2	5	-2	1	2	0
Cc1ccc(S(=O)(=O)N(C)CC(=O)NC2CCCC2)cc1	-10	1	-2	0.0	8	15	5	5	1	-2
CN(C)S(=O)(=O)c1ccc(N2CCCC2)c(C(=O)NC(c2ccccc2)c2ccccc2)c1	4	-11	0	-1.5	1	-1	11	0	3	-1
Cc1ccc(C)c(NC(=S)NNC(=O)c2csc(C)c2C)c1	5	4	3	-0.3	-5	-8	-4	6	1	0
CC(C)Nc1nc(SCC(=O)Nc2ccccc2)nc(N2CCOCC2)n1	0	-8	-5	-1.9	-1	-5	4	11	4	-1
CCc1c(C(=O)OCc2ccccc2)[nH]c(C)c1C	-4	-16	-7	0.3	4	4	6	9	0	3
Cc1nc2cc(-c3ccccc3)ccc2o1	-1	-5	3	-2.9	8	-8	1	5	-2	-1
N#Cc1ccc(OCC(=O)NNC(=S)NC(=O)C2CC2)cc1	8	5	5	-0.5	6	-2	-2	13	-3	-3
O=C(c1ccc2c(c1)OCCO2)C1CCN(C(=O)Nc2ccc(F)cc2)CC1	0	-8	-2	-1.1	-3	-3	4	-3	2	-1
CCCOc1ccc(C(C)=O)cc1CN1CCOCC1	4	1	-1	-0.1	10	4	-3	-3	4	3
C1CCN(c2c3c(nc4nnnn24)CCCC3)CC1	-5	2	-1	-0.3	6	6	0	0	-3	0
Cc1cc(C)cc(NC(=O)CCc2ccc(C)o2)c1	3	-3	-6	-0.2	5	5	-7	3	0	1
COCCCNC(=S)N/N=C/c1cccc(OC)c1O	9	.	-3	-2.0	12	-11	-3	3	-2	-2
O=C(NC1CCCCC1)c1sc(=S)n2c1[nH]c(=O)c1ccccc12	25	3	22	0.1	1	-2	0	-10	2	0
CCCn1c(=O)c(C(=O)Nc2ccccc2C)c(O)c2ccccc21	-1	-1	-1	-0.8	-1	-1	0	2	-2	4
Cc1ccc(C(C(=O)Nc2ccc3c(c2)OCO3)N(C)C(=O)Cc2c[nH]c3ccccc23)cc1 (stereo not given)	-15	-23	2	-0.8	-1	-7	2	8	1	-2
O=C(CSc1nnc(CNC(=O)c2ccc(F)cc2)o1)Nc1ccc2c(c1)OCCO2	-4	9	-1	-1.9	8	-8	0	-1	5	-1
CC(=O)c1ccc(NC(=O)CSc2ccc(-c3ccc(-n4cccn4)cc3)nn2)cc1	1	4	3	1.1	7	1	5	6	0	-2
CCOC(=O)C1CCN(C(c2cc(OC)c(OC)c(OC)c2)c2sc3nc(C)nn3c2O)CC1 (stereo not given)	0	3	-2	-1.4	-8	6	2	4	0	5
Cc1ccc(CNC(=O)C2CC3Cn4c(nc5cc(Cl)c(Cl)cc54)C3N2C)o1 (stereo not given)	0	-6	5	-0.8	-1	-10	1	2	-1	4
CCOC(=O)c1c(C)c(C(=O)N(C)C2CCCCC2)c(C)n1C	-1	7	-7	-2.8	2	1	8	10	8	1
CC1=C(C(=O)N2CCCCCC2)CC(CC(=O)NC2CCCCC2)C(=O)N1Cc1ccccc1 (stereo not given)	-2	.	-2	-0.7	-2	2	-1	0	-2	-3
CNC(=O)COc1ncnc2sccc12	0	-4	1	0.2	-6	4	-6	5	2	0

Entries of single compounds, quoted from the list. Order of values: mABHD4 FP, HTRA1 inh, rCAG RNA binder, PG9 Ab binder, TCR-CD3 inh, TDP2 absorb, NR1D1 modulator, SIAE primary, LEDGF integ inh, PRMT1 FP inh
Entry for COc1cccc(CCN2CCC(CNS(=O)(=O)c3cc(-c4cc(C)no4)ccc3C)CC2)c1 : 0, -7, -4, -1.7, 5, 3, 2, -5, 1, 1
Entry for COc1cccc(CNC(=O)COC(=O)C23CC4CC(CC(Cl)(C4)C2)C3)c1 : -7, -17, -1, -1.9, -3, 5, 5, -2, -4, 12
Entry for CCOC(=O)c1c(C)c(C(=O)N(C)C2CCCCC2)c(C)n1C : -1, 7, -7, -2.8, 2, 1, 8, 10, 8, 1

These rows are one share of the data; the hit share may differ from the screen's.
